hcGAS lum: blocks human cGAS activity | recombinant h-cGAS, ATP depletion, Kinase-Glo luminescence | actives 0.081% (n = 290,000) | AID 1259398 | inhibition, % at 12.5 µM | Q8N884;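 also: 0% = vehicle reaction and 100% = reaction without DNA for no activity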
Target sequence (Q8N884 whole entry, looked up): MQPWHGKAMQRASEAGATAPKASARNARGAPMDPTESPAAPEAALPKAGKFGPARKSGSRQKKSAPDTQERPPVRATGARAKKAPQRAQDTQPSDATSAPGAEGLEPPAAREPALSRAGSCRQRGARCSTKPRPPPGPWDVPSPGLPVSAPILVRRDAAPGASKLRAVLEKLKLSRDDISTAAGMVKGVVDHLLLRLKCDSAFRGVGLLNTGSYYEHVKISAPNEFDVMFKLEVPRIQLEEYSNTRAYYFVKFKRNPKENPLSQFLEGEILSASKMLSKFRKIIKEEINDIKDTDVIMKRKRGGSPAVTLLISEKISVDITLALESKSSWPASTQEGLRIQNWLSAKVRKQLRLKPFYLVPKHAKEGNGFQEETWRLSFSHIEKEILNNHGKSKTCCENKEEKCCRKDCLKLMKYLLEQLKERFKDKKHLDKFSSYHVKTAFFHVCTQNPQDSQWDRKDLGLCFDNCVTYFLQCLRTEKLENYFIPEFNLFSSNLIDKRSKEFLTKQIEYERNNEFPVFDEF
NPYLR7 agonist: mosquito NPYLR7 agonism. actives 0.15% (n = 270,000). HEK293T NPYLR7/Galpha15, GCaMP6s calcium fluorescence. activation, % at 10 µM; in the data active = activation above about 40%;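 also: 0% = vehicle and 100% = reference agonist at the receptor; some compounds past the cut are filed as inactive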
mcGAS lum: blocks mouse cGAS activity | Q8C6L5 | recombinant cGAS, Kinase-Glo ATP depletion luminescence | inhibition, % at 12.5 µM | actives 0.15% (n = 160,000) | AID 1259399;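 also: 0% = negative control wells and 100% = reference inhibitor with no enzyme activity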
The depositor's hits bear a star. Rule as the data show it, unless noted: active = inhibition above about 40%; inactive = the rest.

For O=C(CC(c1ccc2c(c1)OCO2)c1c[nH]c2ccccc12)NCc1ccccc1 (centres undefined) the results were hcGAS lum -1, NPYLR7 agonist 13 and mcGAS lum -3.
CCCc1cc(N2C[C@H]3C[C@H](O)[C@H](O)C[C@H]3C2)nc(C)n1 was read as hcGAS lum -8 and NPYLR7 agonist 14.
`O=S(=O)(c1ccc(F)cc1)N1CCN(Cc2ccccc2)CC1` gave hcGAS lum -8, NPYLR7 agonist -4 and mcGAS lum -6.
Screening CC1(C)ON=C(c2ccc(F)cc2)N(Cc2ccccc2)C1=O returned hcGAS lum -2 and NPYLR7 agonist 5.
`Cc1cc(C(=O)N2CCCC(C(=O)Nc3ccccc3Oc3cccnc3)C2)nn1C` (centres undefined) gave hcGAS lum 2 and NPYLR7 agonist 0.
Screening COc1ccccc1CC(=O)N1CCNCC1C(=O)NC1CC1 (centres undefined) returned hcGAS lum -6, NPYLR7 agonist -2 and mcGAS lum -12.
For CCOCCOc1nc(-c2ccccc2F)n(-c2ccc(NC(=O)C(C)(C)CCl)cc2)n1 the results were hcGAS lum -12 and mcGAS lum -7.
COc1cccc(Cc2nsc(N3CCN(CCNC(=O)Nc4ccccc4F)CC3)n2)c1 was read as hcGAS lum -6, NPYLR7 agonist 9 and mcGAS lum -5.
Screening COc1ccc(C(=O)Nc2cccc(-c3nc4cc(Cl)ccc4o3)c2)cc1[N+](=O)[O-] returned hcGAS lum 4, NPYLR7 agonist -22 and mcGAS lum 3.
`O=S(=O)(c1cc2ccccc2s1)N1CC2ON=C(c3c(F)cccc3Cl)C2C1` (centres undefined) gave hcGAS lum -6 and NPYLR7 agonist 7.
`O=C(NC1CC1)C1CN(Cc2cccn2-c2nccs2)CCN1` (centres undefined) gave hcGAS lum -9 and mcGAS lum -12.
For COc1cc(-c2nc(C=Nc3nc4ccccc4n3C)c(O)o2)cc(OC)c1OC the results were hcGAS lum -1, NPYLR7 agonist 3 and mcGAS lum 0.

Filtered by structure: those above with an aryl methoxy group (4)
Screening COc1ccccc1CC(=O)N1CCNCC1C(=O)NC1CC1 (centres undefined) returned hcGAS lum -6, NPYLR7 agonist -2 and mcGAS lum -12.
COc1cccc(Cc2nsc(N3CCN(CCNC(=O)Nc4ccccc4F)CC3)n2)c1 was read as hcGAS lum -6, NPYLR7 agonist 9 and mcGAS lum -5.
Screening COc1ccc(C(=O)Nc2cccc(-c3nc4cc(Cl)ccc4o3)c2)cc1[N+](=O)[O-] returned hcGAS lum 4, NPYLR7 agonist -22 and mcGAS lum 3.
For COc1cc(-c2nc(C=Nc3nc4ccccc4n3C)c(O)o2)cc(OC)c1OC the results were hcGAS lum -1, NPYLR7 agonist 3 and mcGAS lum 0.

Back to the main list; the 2 compounds before the break are reprinted first.
`O=C(NC1CC1)C1CN(Cc2cccn2-c2nccs2)CCN1` (centres undefined) gave hcGAS lum -9 and mcGAS lum -12.
For COc1cc(-c2nc(C=Nc3nc4ccccc4n3C)c(O)o2)cc(OC)c1OC the results were hcGAS lum -1, NPYLR7 agonist 3 and mcGAS lum 0.
For COc1ccc(OC)c(-c2cc(C(=O)N3CCC(Cn4cccn4)CC3)[nH]n2)c1 the results were hcGAS lum -7 and NPYLR7 agonist -3.
Screening CSCC(C)NC(=O)c1ccc(C#N)[nH]1 (centres undefined) returned hcGAS lum -3, NPYLR7 agonist 1 and mcGAS lum -9.
Screening CC1C(=O)N(c2ccc3c(c2)CCC3)CCN1C(=O)c1ccccc1Cl (centres undefined) returned hcGAS lum -1, NPYLR7 agonist 4 and mcGAS lum -3.
O=C(Cc1cccc(O)c1)N1CCCC1Cc1ccccc1 (centres undefined) was read as hcGAS lum -5 and NPYLR7 agonist -25.
`O=C(c1cccc(F)c1)N1CCCC(OCc2ccc(F)c(F)c2)C1` (centres undefined) gave hcGAS lum -2 and NPYLR7 agonist -4.
Cn1cc(Br)cc1C(=O)Nc1cc2c(cc1Cl)OCO2 was read as hcGAS lum -1 and NPYLR7 agonist 1.
For O=c1sc2ccccc2n1Cc1n[nH]c(=S)n1CCc1ccccc1 the results were hcGAS lum -3, NPYLR7 agonist 6 and mcGAS lum -5.
`Cc1cc(C)cc(C(O)c2ncc(-c3ccc(C(F)(F)F)cc3)[nH]2)c1` (centres undefined) gave hcGAS lum -10 and NPYLR7 agonist 1.
Screening COc1ccccc1NC(=S)NC(=O)c1ccc(Br)o1 returned hcGAS lum -6, NPYLR7 agonist 8 and mcGAS lum -10.
`Cc1cnc(-c2c(-c3ccccc3)ncn2CCCc2ccncc2)[nH]1` gave hcGAS lum -4 and NPYLR7 agonist 19.
Screening CCN(CC)CC1CCN(C(=O)Nc2ccc(C(=O)OC)cc2)CC1 returned hcGAS lum 5 and NPYLR7 agonist 0.
CCSc1nc(CC(=O)NC(C)c2ncn[nH]2)cs1 (centres undefined) was read as hcGAS lum 2, NPYLR7 agonist -10 and mcGAS lum 0.
`CC1CCc2c(sc(NC(=O)c3noc4c3CCCC4)c2C(N)=O)C1` (centres undefined) gave hcGAS lum -3 and NPYLR7 agonist 3.
`COc1ccc(Cl)cc1Cn1c(C)c(C(=O)NCc2ccc(C(C)C)cc2)sc1=O` gave hcGAS lum 7 and NPYLR7 agonist -2.
`CC(C)CNc1nnnc2c1sc1nc(N3CCOCC3)c3c(c12)CC(C)(C)OC3` gave hcGAS lum -7 and NPYLR7 agonist 13.
`CCc1csc(CNC(=O)c2ccc(N3[C@H]4CCNC[C@@H]3CC4)nc2)n1` gave hcGAS lum -6 and NPYLR7 agonist 4.
For CCc1ccc(CN2CCN(Cc3ccccc3F)C(CCO)C2)cc1 (centres undefined) the results were hcGAS lum 2 and NPYLR7 agonist -6.
`COCc1cccc(CNC(=O)c2ccc(C#N)cc2)c1` gave hcGAS lum -5 and NPYLR7 agonist 0.
Screening Cc1nc(SCc2ccc(C(=O)NCCN(C)C)cc2)nc(N2CCN(C/C=C/c3ccccc3)CC2)c1C returned hcGAS lum -1, NPYLR7 agonist 5 and mcGAS lum -5.
For COC(=O)C(C)N1CCOc2c(O)cc(-c3cccc(Cl)c3)cc2C1 (centres undefined) the results were hcGAS lum 1, NPYLR7 agonist 5 and mcGAS lum -12.
`O=C(NCC1CCCO1)c1coc(CN(Cc2ccc(C(F)(F)F)cc2)Cc2ccc3c(c2)OCO3)n1` (centres undefined) gave hcGAS lum 0 and mcGAS lum -6.
Screening Cc1ccccc1C(=O)Nn1cnc2c(cnn2C(C)(C)C)c1=O returned hcGAS lum -4 and NPYLR7 agonist 5.
`COc1cccc(CC(C2CCN(C(=O)c3ccsc3)CC2)N(C)C(=O)CCSC)c1` (centres undefined) gave hcGAS lum -8, NPYLR7 agonist 16 and mcGAS lum -12.
For CC(NCc1cn(CCC(N)=O)c2ccccc12)c1nc2c(s1)CCCC2 (centres undefined) the results were hcGAS lum -10 and NPYLR7 agonist 18.

Taken from the listing, 2 compounds:
`CC1CCc2c(sc(NC(=O)c3noc4c3CCCC4)c2C(N)=O)C1` (centres undefined) gave hcGAS lum -3 and NPYLR7 agonist 3.
`COc1ccc(Cl)cc1Cn1c(C)c(C(=O)NCc2ccc(C(C)C)cc2)sc1=O` gave hcGAS lum 7 and NPYLR7 agonist -2.

(listing goes on)
For C=C(C)CN(CC)C(=O)CCc1c(C)nn(C)c1C the results were hcGAS lum -4 and NPYLR7 agonist -5.
`Cc1ccccc1C1=NOC(C(=O)NC(Cc2ccccc2)C(=O)NC2CC2)C1` (centres undefined) gave hcGAS lum -5 and mcGAS lum -11.
`CCOC(=O)N1CCC(NC(=O)Cc2c(C)nc(SCc3ccccc3)[nH]c2=O)CC1` gave hcGAS lum -11, NPYLR7 agonist -6 and mcGAS lum -12.
O=S(=O)(NCc1cccnc1)c1ccc(Cl)cc1 was read as hcGAS lum -7, NPYLR7 agonist -5 and mcGAS lum -7.
O=C(Nc1cccc(O)c1)c1cc(S(=O)(=O)N2CCCC2)ccc1Cl was read as hcGAS lum -2, NPYLR7 agonist -6 and mcGAS lum -4.
For Cc1cc(C(=O)NC(C)c2ccccc2C)no1 (centres undefined) the results were hcGAS lum -8, NPYLR7 agonist 1 and mcGAS lum -6.
Cc1cn(Cc2ccc(C(=O)N3CCOCC3)o2)c(=NC(=O)c2ccccc2Cl)s1 was read as hcGAS lum -4 and mcGAS lum -5.
For CC1CCC(C(C)C)c2[nH]nc(-c3ccccc3O)c21 (centres undefined) the results were hcGAS lum 7 and NPYLR7 agonist -11.
For CC1(C)CN(CC(O)C(F)(F)F)C(=O)CN(C(=O)c2ccccc2)C1 (centres undefined) the results were hcGAS lum 5, NPYLR7 agonist -1 and mcGAS lum -3.
CCOCCOc1nc(-c2ccc(C(F)(F)F)cc2)n(-c2ccc(NC(=O)c3ccc(Cl)c([N+](=O)[O-])c3)cc2)n1 was read as hcGAS lum -4, NPYLR7 agonist 14 and mcGAS lum -5.
Cc1csc2ncc(C(=O)NC(c3ccccc3)c3ccccc3)c(=O)n12 was read as hcGAS lum -10, NPYLR7 agonist 3 and mcGAS lum -8.
For O=C(Nc1ccc(N2CCC(Cc3ccccc3)CC2)c(C(=O)NCC2CCCO2)c1)c1cccc([N+](=O)[O-])c1 (centres undefined) the results were hcGAS lum 2, NPYLR7 agonist -4 and mcGAS lum 1.
Screening CCc1cnc(C)nc1N1CCN(C(C)C)C(CC)C1 (centres undefined) returned hcGAS lum 1, NPYLR7 agonist 8 and mcGAS lum -1.
Screening CCCCCCCC(=O)N1CCN(c2cc(Cl)nc(SCC(=O)NCc3ccco3)n2)CC1C (centres undefined) returned hcGAS lum -6, NPYLR7 agonist 4 and mcGAS lum -4.
CCC(CO)N(Cc1ccsc1)Cc1cccc2c1OCO2 (centres undefined) was read as hcGAS lum -1, NPYLR7 agonist -3 and mcGAS lum -9.
Screening c1ccc(CCNc2ccc3c(-c4ccccc4)noc3n2)cc1 returned hcGAS lum -6, NPYLR7 agonist 4 and mcGAS lum -5.
`COc1ccc(CCNC(=O)c2csc(CSc3nnc(-c4ccco4)n3-c3ccccc3F)n2)cc1OC` gave hcGAS lum -6, NPYLR7 agonist -2 and mcGAS lum 2.
For O=C(Oc1coc(CSc2ncccn2)cc1=O)c1ccccc1[N+](=O)[O-] the results were hcGAS lum -4, NPYLR7 agonist -13 and mcGAS lum -5.
Screening O=c1c(-c2ccccc2)[n+]([O-])c2ccccc2n1O returned hcGAS lum -7 and NPYLR7 agonist 16.
For COc1ccc(OC)c(NC(=O)C2(C)CCN2C(=O)C2(c3ccccc3)CCCC2)c1 (centres undefined) the results were hcGAS lum 2, NPYLR7 agonist -4 and mcGAS lum -1.
`COCCNC(=O)Cn1nc2c(c1NC(=O)c1cc(Cl)ccc1Cl)CSC2` gave hcGAS lum -7, NPYLR7 agonist -2 and mcGAS lum -7.
Screening COCc1c(Br)c(C)nc(OCC(=O)N/N=C\c2cc(Br)c(OCc3ccccc3Cl)c(OC)c2)c1C#N returned hcGAS lum -8, NPYLR7 agonist 8 and mcGAS lum -7.
For CCOC(=O)c1nn(-c2ccc(C)cc2)c(=O)cc1OS(=O)(=O)c1cc(C)ccc1OC the results were hcGAS lum -10, NPYLR7 agonist -5 and mcGAS lum -3.
`COc1ccccc1OCC1CN(C(=O)c2ccc3cc[nH]c3c2)CCO1` (centres undefined) gave hcGAS lum -5, NPYLR7 agonist 28 and mcGAS lum -9.
COc1ccc2[nH]c3c(c2c1)CCN(C(=O)COCc1ccccc1)C3C(C)Cc1ccc2c(c1)OCO2 (centres undefined) was read as hcGAS lum -10, NPYLR7 agonist 5 and mcGAS lum -6.
CN1CCCN(S(=O)(=O)c2cccc(NC(=O)NCc3cccc(F)c3)c2)CC1 was read as hcGAS lum -12 and NPYLR7 agonist 3.
Screening c1nc(-c2cn(CCC3CCCCN3)nn2)n(C2CCCCC2)n1 (centres undefined) returned hcGAS lum -5 and mcGAS lum -3.
Screening CCOC(=O)C1CCCN(C(=O)c2ccc(C)c(Oc3nc(Cc4ccc(C)cc4)ns3)c2)C1 (centres undefined) returned hcGAS lum 4, NPYLR7 agonist -4 and mcGAS lum -1.
Screening CCc1nc2ccc(C(=O)NCc3ccccc3OC)cn2c1N(C)C(=O)Cc1ccccc1 returned hcGAS lum 3, NPYLR7 agonist 0 and mcGAS lum 4.
`O=C(NCCc1ccccc1)C(C1CCCC1)N1CCN(C(=O)Nc2ccccc2)CC1` (centres undefined) gave hcGAS lum -7, NPYLR7 agonist 22 and mcGAS lum -6.
For Cc1[nH]c2ccc(C(=O)N3CCCN(C)C4(CCN(C)CC4)C3)cc2c1C the results were hcGAS lum 2, NPYLR7 agonist 3 and mcGAS lum 1.
`CC(C)c1ccc(NC(=O)Nc2ccc(N3CCCC3)c(C(=O)NC3CCCCC3)c2)cc1` gave hcGAS lum -6, NPYLR7 agonist 11 and mcGAS lum -3.
`CC(C1CC1)N(C)C(=O)c1cc(-c2ccccc2Cl)n[nH]1` (centres undefined) gave hcGAS lum -13 and NPYLR7 agonist 6.
Screening CN1CCC2(CC1)CN(C(=O)C1C(=O)NCC1c1ccccc1)CCN2C (centres undefined) returned hcGAS lum -6, NPYLR7 agonist 7 and mcGAS lum -13.
CCCC(O)CN(Cc1ccc(F)cc1)Cc1ccc(C)s1 (centres undefined) was read as hcGAS lum 1, NPYLR7 agonist -2 and mcGAS lum -1.
For CC(C)(C)c1csc(CNC(=O)CCN2CCCCCC2=O)n1 the results were hcGAS lum -6 and mcGAS lum -6.
Screening Cc1cc(C)cc(OCc2nc(CN(C(=O)c3cccs3)C3CC3)cs2)c1 returned hcGAS lum -7, NPYLR7 agonist 8 and mcGAS lum -5.
`O=C(c1cn(CC2CCCNC2)nn1)N1CCc2[nH]ncc2C1` (centres undefined) gave hcGAS lum -7 and NPYLR7 agonist 27.

Source: PubChem
